NSD2 HMT inh: blocks human histone methyltransferase NSD2; O96028; NSD2 peptide methylation, AlphaScreen, 120 min; inhibition, % at 12.5 µM; 310,000 tested, 0.54% active; AID 743445; in the data active = inhibition above about 50%
Target sequence (O96028 whole entry, looked up): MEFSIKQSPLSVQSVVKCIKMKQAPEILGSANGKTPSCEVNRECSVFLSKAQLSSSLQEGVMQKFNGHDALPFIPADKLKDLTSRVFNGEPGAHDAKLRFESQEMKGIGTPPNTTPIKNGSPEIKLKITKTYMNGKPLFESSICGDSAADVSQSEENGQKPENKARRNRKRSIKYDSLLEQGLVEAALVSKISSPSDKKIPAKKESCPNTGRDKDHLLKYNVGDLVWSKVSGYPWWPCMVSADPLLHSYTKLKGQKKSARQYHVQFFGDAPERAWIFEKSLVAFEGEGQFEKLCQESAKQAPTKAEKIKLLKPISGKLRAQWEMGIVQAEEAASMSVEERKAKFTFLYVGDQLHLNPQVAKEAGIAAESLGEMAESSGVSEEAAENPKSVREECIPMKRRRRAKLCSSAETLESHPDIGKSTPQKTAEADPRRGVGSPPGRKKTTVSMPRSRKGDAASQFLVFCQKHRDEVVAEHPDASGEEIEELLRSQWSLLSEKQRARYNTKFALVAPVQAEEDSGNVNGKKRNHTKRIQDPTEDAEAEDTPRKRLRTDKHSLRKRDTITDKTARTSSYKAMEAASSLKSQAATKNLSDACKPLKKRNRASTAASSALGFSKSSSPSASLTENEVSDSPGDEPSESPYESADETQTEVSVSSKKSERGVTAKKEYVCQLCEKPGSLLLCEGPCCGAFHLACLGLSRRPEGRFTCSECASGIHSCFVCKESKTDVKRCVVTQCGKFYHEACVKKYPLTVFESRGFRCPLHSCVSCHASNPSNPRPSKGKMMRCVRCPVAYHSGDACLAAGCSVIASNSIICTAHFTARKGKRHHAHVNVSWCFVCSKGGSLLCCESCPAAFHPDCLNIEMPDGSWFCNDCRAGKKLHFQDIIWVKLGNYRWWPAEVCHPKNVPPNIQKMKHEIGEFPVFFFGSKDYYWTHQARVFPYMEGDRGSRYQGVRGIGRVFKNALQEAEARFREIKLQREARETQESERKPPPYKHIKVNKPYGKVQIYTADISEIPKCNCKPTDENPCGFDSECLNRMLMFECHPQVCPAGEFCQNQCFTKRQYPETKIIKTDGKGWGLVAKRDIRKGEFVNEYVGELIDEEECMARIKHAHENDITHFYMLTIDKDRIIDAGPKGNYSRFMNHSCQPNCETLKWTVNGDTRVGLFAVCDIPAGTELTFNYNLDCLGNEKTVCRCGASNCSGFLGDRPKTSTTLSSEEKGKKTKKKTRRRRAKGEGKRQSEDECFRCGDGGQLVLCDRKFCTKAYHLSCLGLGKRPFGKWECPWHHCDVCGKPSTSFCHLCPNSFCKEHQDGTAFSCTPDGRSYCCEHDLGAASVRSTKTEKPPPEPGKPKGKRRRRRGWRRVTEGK
Cardiac RTF inh: cardiac RTF calcium desensitization; P19429+P45379; 340,000 tested, 0.12% active; inhibition, % at 7.15 µM; AID 493244; IANBD-labeled cardiac RTF, Ca2+ fluorescence;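 active = inhibition above the mean inhibition of all tested compounds plus 3 SD, cut at about 17% in these data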;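 also: assay run at fixed EC70 calcium of 1.6 mM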
LANA DNA inh: KSHV C-LANA DNA binding inhibition. MBP-C-LANA/FAM-LBS DNA binding, fluorescence polarization. inhibition, % at 9 µM. 340,000 tested, 0.078% active;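 active = highest replicate inhibition at or above 60% at 9 µM, even if other replicates fall short; inactive = all replicates below 60% inhibition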;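 also: 0% = neutral control wells and 100% = 4 µM acridine orange control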
Keap1 Nrf2 FP: inhibitors of human Keap1-Nrf2 protein-protein interaction | Q14145 | Keap1 Kelch-Nrf2 peptide fluorescence polarization, 1536-well | inhibition, % at 9.4 µM | 340,000 tested, 0.15% active | AID 504523; in the data active = inhibition above about 12%; inconclusive = no clear call, values can overlap the other calls; inactive = below about 7.3%;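 also: human Keap1 Kelch domain with fluorescein labeled Nrf2 9mer peptide probe; 0% = neutral control wells and 100% = peptide positive control; higher means more block of Keap1 binding to Nrf2 peptide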
RTF Ca sens act: increases calcium sensitivity of human cardiac regulated thin filaments. P19429+P45379. IANBD-labeled TnC RTF fluorescence at EC20 calcium; 0% EC20 calcium, 100% full calcium. activation, % at 7.2 µM. 340,000 tested, 0.24% active. AID 493008;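 active = activation above the mean over all tested compounds plus 3 SD, cut at about 30% in these data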;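 also: rise in fluorescence read as greater calcium sensitivity of cardiac thin filaments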
Rtt109 HAT inh: inhibitors of Candida albicans Rtt109/Vps75 histone acetyltransferase | purified Rtt109/Vps75, ThioGlo CoA-SH fluorescence, 4 h | inhibition, % at 34.9 µM | 330,000 tested, 0.16% active | AID 540336;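 active = inhibition of at least 50% in every replicate; inconclusive = best replicate reaches 50% inhibition but some replicates fall short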
PfHsp90 set2: growth inhibition of yeast expressing Plasmodium Hsp90; S. cerevisiae expressing PfHsp90, BacTiter-Glo ATP, 48 h; yeast lacking PDR1 and PDR3 efflux regulators; inhibition, % at 9.4 µM; 310,000 tested, 0.32% active; AID 504621;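 active = every replicate shows inhibition above about 80%, whatever the replicate mean, limit read from the data; inconclusive = mean inhibition reaches the set limit but some replicate falls short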;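 also: 0% = DMSO neutral controls and 100% = 20 µM radicicol positive controls; yeast relying on Plasmodium falciparum Hsp90 in place of its own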
Mot1-301 SUMO: inhibitors of SUMOylation pathway: yeast Mot1-301 growth rescue | S. cerevisiae Mot1-301 growth rescue, ATP luminescence, 38.5C; percent above DMSO median, 100 means doubled | growth rescue, % at 18.8 µM | 320,000 tested, 1% active | AID 2716;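 active = every valid replicate shows activation above 250% relative to neutral control wells; inactive = the rest, any valid replicate at or below 250%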;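 also: OY570 slx delta 5 strain wells were the positive control but not used for scaling; some compounds called inactive have numbers as strong as hits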
PvdQ acylase: P. aeruginosa PvdQ acylase inhibition | 340,000 tested, 0.063% active | AID 488965 | inhibition, % at 10 µM | purified PvdQ acylase, fluorescence plate reader; in the data active = inhibition above about 30%, passing the limit was not always enough; inconclusive = no clear call, values can overlap the other calls;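 also: 0% = vehicle neutral wells and 100% = reference inhibitor wells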
dFosB activator: enhances mouse delta FosB homodimer DNA binding | AID 493131 | activation, % at 25 µM | P13346 | purified delta FosB, TAMRA-CDK5 oligo fluorescence polarization; percent of positive-control signal above neutral wells | 340,000 tested, 0.99% active;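 active = mean activation above about 17%, with every replicate also reaching it, limit read from the data, passing the limit was not always enough; inconclusive = only one of the two conditions met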;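 also: fluorescence polarization rise as delta FosB binds a TAMRA Cdk5 AP-1 oligo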
CDK5 inh: CDK5/p35 (human) kinase inhibition; Recombinant CDK5/p35, ADP-Glo luminescence, 60 min; Q00535+Q15078; inhibition, % at 10 µM; AID 488839; 330,000 tested, 0.01% active;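 active = highest replicate inhibition of at least 50% and at least 75% of replicates reaching 50%; inconclusive = only one of the two criteria met; inactive = both criteria failed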;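 also: plate controls were DMSO neutral control for no effect and GW8510 at 10 µM for full effect; many of its hits are not listed in these tables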
The depositor's hits bear a star; ? = inconclusive; . = not tested or not shown; & = joins results of further samples.

SMILES	NSD2 HMT inh	Cardiac RTF inh	LANA DNA inh	Keap1 Nrf2 FP	RTF Ca sens act	Rtt109 HAT inh	PfHsp90 set2	Mot1-301 SUMO	PvdQ acylase	dFosB activator	CDK5 inh
CCN(CC)c1ccc(/C=N/N2CCN(Cc3ccccc3Cl)CC2)c(O)c1	5	0	-0.2	2	-4	2	9	16	-12	-5	0.2
CCOc1ccc(N(CC(=O)Nc2ccc(F)c(F)c2)S(=O)(=O)c2c(C)noc2C)cc1	.	-6	-1.3	0	1	17	-6	-8	-13	-17	-1.3
Cn1c(=O)c2cc(S(=O)(=O)NC(Cc3ccccc3)C(=O)NCC3CCCO3)ccc2n(C)c1=O (configuration not stated)	-1	-2	0.2	-3	3	2	-13	487	-11	4	-4.7
COCCn1c(NC(=S)NC(=O)C23CC4CC(CC(C4)C2)C3)cc(=O)[nH]c1=O	47	2	0.8	-4	2	0	14	181	-8	-10	-0.3
COc1ccc(-c2nc(C#N)c(NCc3ccccc3Cl)o2)cc1	1	-11	2.8	-2	-5	3	8	-10	-9	0	3.1
O=C(CSc1nnc(-c2ccco2)o1)NC1CCCCC1	-11	-18	-0.2	-3	16	-2	.	-17	-16	-5	-3.5
CN(C)CCN(Cc1cccs1)S(=O)(=O)c1csc(C(N)=O)c1	0	-3	0.0	-2	-2	11	0	2	0	-4	.
COCCN1C(=O)c2ccccc2C(C(=O)N2CCN(c3ccccc3)CC2)C1c1ccc(F)cc1 (configuration not stated)	-1	5	-0.2	-1	3	2	.	5	-2	-9	0.8
Cc1ccccc1C(=O)NC(=S)NC1CCSC1=O (configuration not stated)	-2	-20	-0.5	-1	1	-27	-2	10	-7	-1	1.0
S=C1NCN(Cc2ccco2)CN1CCc1ccccc1	53*	2	2.8	-1	5	-4	4	-16	-17	-1	0.2
Cc1nc2ccccc2c(N)c1C(=O)/C=C/c1ccccc1	1	-5	0.5	-20	-2	-5	-3	172	-17	-1	-5.6
CCCC1O[C@@H]2C[C@H]3[C@@H]4CCC5=CC(=O)C=C[C@]5(C)[C@H]4[C@@H](O)C[C@]3(C)[C@]2(C(=O)CO)O1 (some centres not stated)	.	13	-0.1	-4	1	4	-9	-5&-7	2	-6	0.2
COc1ccc(CCNC(=O)C2CCN(S(=O)(=O)N3CCC4(CC3)OCCO4)CC2)cc1OC	-1	-6	-0.8	2	0	6	-6	14	-14	3	-1.0
Cc1cc(O)c2c(c1)C(O)(C1OC(CO)C(O)C(O)C1O)c1cccc(O)c1C2=O (configuration not stated)	.	3	-1.4	-5	-4	-10	-5	21	-8	8	-1.7
Cc1ccccc1C(=O)NNC(=S)NC(=O)c1cccs1	1	-7	0.7	5	0	2	-33	-21	-3	0	0.4
Cc1ccc2nc3c(nc2c1C)C(O)=C3O	.	-10	-1.6	-3	7	9	6	-11	-5	-11	0.9
NC(=O)NC(=O)C[n+]1cccc(/C=N/O)c1	-2	3	0.6	3	-10	0	4	6	-7	8	-0.6
CCOC(=O)C1CCN(C(=O)C2CCCN(S(=O)(=O)c3ccc(OCC)c(Cl)c3)C2)CC1 (configuration not stated)	-1	4	-0.9	-2	1	-3	-9	1	-13	-4	-0.5
O=S(=O)(NCc1nc(-c2ccccc2)no1)c1ccc(F)cc1	0	-1	-1.1	-2	-1	1	6	-14	-8	-3	1.4
COc1ccc(CN2C(=O)c3ccccc3C2C(=O)NCc2cccnc2)c(OC)c1 (configuration not stated)	-1	-6	3.9	-5	5	?	21	-13	5	0	-0.1
Cc1ccc(NC(=O)CN(CCc2ccccc2)S(C)(=O)=O)cc1	-2	-6	-1.2	1	-3	1	3	207	-6	-8	0.0
Oc1cccc(/C=N/Nc2ccc(Cl)nn2)c1	-5	2	0.3	-5	3	4	20	-15	-6	2	1.4
CCCn1c(N)c(N(CCOC)C(=O)c2cc(-c3ccco3)nc3ccccc23)c(=O)[nH]c1=O	4	-3	2.1	0	-2	2	3	127	-10	-3	0.4
COc1ccc(C(OC(=O)c2ccco2)C(=O)NCc2ccco2)cc1 (configuration not stated)	3	4	0.5	-1	-2	-11	-34	-5	-11	-2	2.6
Cc1cccc(-c2noc(CNC(=O)Nc3ccc(F)cc3)n2)c1	-3	5	-0.7	-4	-1	.	2	-3	4	9	-0.4
CCN(CC)c1ccc(C(=O)n2cnc3ccccc32)cc1	-1	-6	0.3	-2	0	-4	-12	-15	8	1	-1.6
COc1ccc(CNCC(C)NCc2ccc(OC)c(OC)c2)cc1OC (configuration not stated)	-1	1	1.0	-6	0	1	-7	0	3	3	-1.9
Cc1cc(Nc2ccccc2)cc(=O)n1C	1	0	0.8	-5	12	-4	-24	-11	-14	-8	-1.5
COc1cc(C)ccc1OCCCCN1CC(C)OC(C)C1 (configuration not stated)	7	5	1.4	-4	6	-8	-25	25	-11	0	-0.5
CCN(C1CCCCC1)S(=O)(=O)c1c(C)n(C)c(=O)n(C)c1=O	3	-14	0.3	-6	-4	-18	.	13	-11	3	-1.4
NC(=O)CC(NC(=O)c1ccccc1)c1ccc(N2CCC(Br)CC2)c([N+](=O)[O-])c1 (configuration not stated)	.	3	-1.5	-5	5	-5	15	-2	-15	0	-0.4
CC1CCC(NC(=O)C(NS(=O)(=O)c2cccc3nsnc23)C(C)C)CC1 (configuration not stated)	7	-5	0.0	1	-6	-6	13	5	-3	-3	1.1
N#Cc1cnc(NN)nc1	.	-10	1.7	-1	0	-3	0	1	1	1	1.9
COc1ccc(CN(C)Cc2c(O)ccc3ccccc23)cc1	1	-10	-0.7	-4	-6	6	13	-18	2	9	-0.5
O=C(CNC(=O)c1ccccc1)OCc1cccc([N+](=O)[O-])c1	-3	-3	0.3	-1	6	-3	-35	24	-6	-2	-3.1
O=C(CCc1ccccc1)OCCN1CCOCC1	-4	-9	-1.6	-7	-1	-1	11	-6	-15	-12	0.0
C[C@H]1CCC[C@@]2(O[C@@H](CCO)C[C@H](O)[C@H]2O)O1	.	3	-0.1	-3	2	8	-3	-3	-9	-2	1.4
Nc1nc(Nc2ccccc2)nc(C(F)(F)F)n1	26	0	0.9	5	-2	0	-20	10	-8	1	-0.9
CC(C)(C)c1ccc(C(=O)OCC(=O)NCc2ccco2)cc1	-1	-12	0.0	3	-2	-5	-3	21	-11	-5	-0.3
Cc1cccc(C)c1NC(=O)CNC(=O)c1ccc2c(c1)OCCO2	-3	-8	0.7	-5	1	22	19	0	13	3	-0.7
COc1ccc(C2=NN(CN3C(=O)C(=O)c4ccccc43)C(c3ccc(C)cc3)C2)cc1 (configuration not stated)	.	-6	-1.3	-4	-1	-32	-19	7	-14	2	-1.6
COc1ccc([N+](=O)[O-])cc1N(CC(=O)NCc1ccco1)S(C)(=O)=O	-2	-7	2.1	-7	-2	27	-50	12	-11	4	-2.0
O=C(N/N=C/c1ccc(Cl)cc1Cl)c1cccc(N2CCCC2=O)c1	-1	9	-0.9	0	-9	15	5	203	6	-8	0.2
C=CCNC(=S)N1CCC(C(=O)c2ccc3c(c2)OCCO3)CC1	4	-7	-0.2	-3	0	-8	-19	-3	-4	-4	-3.0
CCCCCCN=CC1=C(O)CC(C)(C)CC1=O	2	-8	0.4	1	-6	3	12	-12	6	1	-2.0
CCc1nnc(NC(=O)CSc2nnc(-c3ccccc3NC(=O)c3ccccc3)o2)s1	.	-10	1.7	-2	4	-2	-3	7	14	-2	10

Compounds listed so far with four or more nitrogen atoms, in the order listed:
SMILES	NSD2 HMT inh	Cardiac RTF inh	LANA DNA inh	Keap1 Nrf2 FP	RTF Ca sens act	Rtt109 HAT inh	PfHsp90 set2	Mot1-301 SUMO	PvdQ acylase	dFosB activator	CDK5 inh
CCN(CC)c1ccc(/C=N/N2CCN(Cc3ccccc3Cl)CC2)c(O)c1	5	0	-0.2	2	-4	2	9	16	-12	-5	0.2
Cn1c(=O)c2cc(S(=O)(=O)NC(Cc3ccccc3)C(=O)NCC3CCCO3)ccc2n(C)c1=O (configuration not stated)	-1	-2	0.2	-3	3	2	-13	487	-11	4	-4.7
COCCn1c(NC(=S)NC(=O)C23CC4CC(CC(C4)C2)C3)cc(=O)[nH]c1=O	47	2	0.8	-4	2	0	14	181	-8	-10	-0.3
NC(=O)NC(=O)C[n+]1cccc(/C=N/O)c1	-2	3	0.6	3	-10	0	4	6	-7	8	-0.6
Oc1cccc(/C=N/Nc2ccc(Cl)nn2)c1	-5	2	0.3	-5	3	4	20	-15	-6	2	1.4
CCCn1c(N)c(N(CCOC)C(=O)c2cc(-c3ccco3)nc3ccccc23)c(=O)[nH]c1=O	4	-3	2.1	0	-2	2	3	127	-10	-3	0.4
Cc1cccc(-c2noc(CNC(=O)Nc3ccc(F)cc3)n2)c1	-3	5	-0.7	-4	-1	.	2	-3	4	9	-0.4
NC(=O)CC(NC(=O)c1ccccc1)c1ccc(N2CCC(Br)CC2)c([N+](=O)[O-])c1 (configuration not stated)	.	3	-1.5	-5	5	-5	15	-2	-15	0	-0.4
CC1CCC(NC(=O)C(NS(=O)(=O)c2cccc3nsnc23)C(C)C)CC1 (configuration not stated)	7	-5	0.0	1	-6	-6	13	5	-3	-3	1.1
N#Cc1cnc(NN)nc1	.	-10	1.7	-1	0	-3	0	1	1	1	1.9
Nc1nc(Nc2ccccc2)nc(C(F)(F)F)n1	26	0	0.9	5	-2	0	-20	10	-8	1	-0.9
CCc1nnc(NC(=O)CSc2nnc(-c3ccccc3NC(=O)c3ccccc3)o2)s1	.	-10	1.7	-2	4	-2	-3	7	14	-2	10
